CXCR6 block = inhibitors of human CXCR6 receptor. O00574. CHO-K1 PathHunter CXCR6 beta-arrestin, luminescence. inhibition, % at 20 µM. 0.36% of 360,000 active; in the data active = inhibition above about 34%, passing the limit was not always enough;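 also: antagonist mode with CXCL16 agonist at 10 nM final; 0% = 10 nM CXCL16 with DMSO and 100% = unstimulated wells without agonist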
CCR6 antagonist = CCR6 (human) receptor antagonism; P51684; CHO-K1 CCR6 PathHunter beta-arrestin, luminescence, CCL20-stimulated; inhibition, % at 20 µM; 0.49% of 340,000 active; AID 493098;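 active = compounds whose inhibition of the agonist-driven luminescence signal at 20 µM reaches about 50%, limit read from the data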;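 also: cells stimulated with CCL20 at 14 nM final; plate controls were DMSO with CCL20 for no effect and DMSO without agonist for full effect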
Target sequence (P51684 whole entry, looked up): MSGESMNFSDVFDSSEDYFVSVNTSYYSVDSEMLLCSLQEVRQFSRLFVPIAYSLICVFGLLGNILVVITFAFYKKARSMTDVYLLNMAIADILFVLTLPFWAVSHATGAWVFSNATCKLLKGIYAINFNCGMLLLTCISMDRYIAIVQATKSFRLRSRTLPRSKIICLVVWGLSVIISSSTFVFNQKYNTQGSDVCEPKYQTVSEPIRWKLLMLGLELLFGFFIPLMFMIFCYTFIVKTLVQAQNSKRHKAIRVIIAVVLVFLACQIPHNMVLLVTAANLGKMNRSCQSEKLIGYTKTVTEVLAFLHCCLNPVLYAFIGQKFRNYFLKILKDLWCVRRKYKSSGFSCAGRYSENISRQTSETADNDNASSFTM
Mdm2-MdmX inh = inhibitors of human Mdm2/MdmX interaction; O15151+Q00987; SaOS-2 split-luciferase Mdm2/MdmX complementation, luminescence; 3% of 330,000 active; inhibition, % at 8 µM;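 active = inhibition of at least 50% at 8 µM in the primary screen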
EBI2 block = antagonists of human EBI2 receptor | AID 651636 | P32249 | 0.81% of 360,000 active | EBI2 beta-arrestin recruitment, luminescence, 7a,25-OHC stimulated | inhibition, % at 5 µM; in the data active = inhibition above about 38%;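 also: enzyme fragment complementation signal reports receptor beta-arrestin coupling in cells; 0% = agonist plus DMSO wells and 100% = wells without agonist; some results beyond the cut were filed as inactive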
Target sequence (P32249 whole entry, looked up, the tested form may be a part): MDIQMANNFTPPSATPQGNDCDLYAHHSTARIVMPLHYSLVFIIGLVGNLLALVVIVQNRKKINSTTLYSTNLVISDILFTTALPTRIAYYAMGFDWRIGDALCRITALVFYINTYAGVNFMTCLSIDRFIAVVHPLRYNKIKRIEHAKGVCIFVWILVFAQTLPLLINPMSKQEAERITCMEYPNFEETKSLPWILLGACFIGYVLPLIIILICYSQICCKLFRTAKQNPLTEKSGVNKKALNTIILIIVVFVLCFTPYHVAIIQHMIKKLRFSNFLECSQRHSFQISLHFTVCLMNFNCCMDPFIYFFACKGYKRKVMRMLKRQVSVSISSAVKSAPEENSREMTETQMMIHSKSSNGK
697 NFkB inh = inhibitors of the PMA/ionomycin-induced NF-kB reporter in 697 B cells. 697 B-cell NF-kB luciferase reporter, 16 h. inhibition, % at 4 µM. 0.33% of 330,000 active. AID 435022; in the data active = inhibition above about 35%
Jurkat NFkB inh = lowers PMA/ionomycin-induced NF-kB signal in Jurkat cells | 0.53% of 330,000 active | AID 435003 | PMA/ionomycin-induced NF-kB luciferase reporter, luminescence | inhibition, % at 4 µM; in the data active = inhibition above about 50%
UPR XBP1 act = adaptive UPR (XBP1) activation | CHO-XBP1 luciferase reporter, IRE1-XBP1 UPR activation, luminescence; percent of tunicamycin response, DMSO as zero | 0.33% of 330,000 active | activation, % at 20 µM;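 active = versus positive control, 20 µM dose yields 30% or more activation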;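 also: 100% = tunicamycin at 10 µg/mL and 0% = DMSO only wells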
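Test system: CHO-XBP1 luciferase reporter cells | Buffer or medium: Serum-containing F12 medium, 10% FBS | Schedule: 6 h compound exposure at 37 °C, 5% CO2 | Detection: Steady-Glo luciferase glow luminescence, 10 min after reagent addition | Read-out basis: Activation, % of tunicamycin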
Gli-Sufu block = antagonists of Gli-Sufu signaling; Sufu-KO-LIGHT fibroblasts, Gli luciferase reporter luminescence; inhibition, % at 5 µM; 0.74% of 340,000 active;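 active = inhibition above about 55%, limit read from the data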;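 also: 0% = DMSO-treated cells and 100% = wells with medium but no cells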
UPR CHOP act = apoptotic UPR (CHOP) activation. CHO-CHOP luciferase reporter, luminescence; percent of tunicamycin response over DMSO baseline. activation, % at 10 µM. 0.34% of 330,000 active. AID 449763;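 active = at 10 µM dose, activation of 40% or more, normalized to positive control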;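 also: 100% = tunicamycin at 10 µg/mL and 0% = DMSO alone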
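Evaluation: % reporter activation, DMSO baseline versus tunicamycin full activation; System: CHO-CHOP luciferase reporter cell line; Input: 500 cells/well; Incubation: 6 h compound treatment, 37 °C; Measured by: Steady-Glo luciferase luminescence; Dosing: one dose, 10 µM in 0.5% DMSO; Buffer or medium: F12 medium, 10% FBS; Benchmarks: positive tunicamycin 10 µg/mL, negative DMSO alone.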
* hit, by the source's call; / = not tested or not shown. The order is random. Share with any hit: about 5%.

Values run as follows: CXCR6 block, CCR6 antagonist, Mdm2-MdmX inh, EBI2 block, 697 NFkB inh, Jurkat NFkB inh, UPR XBP1 act, Gli-Sufu block, UPR CHOP act
[1] CCn1c(SCC(=O)Nc2nccs2)nnc1-c1ccccc1
 : 3, 14, 6, -11, 7, -1, 0, 0, 0.9
[2] COC(=O)c1sc2nc(CN3CCN(c4cccc(C(F)(F)F)c4)CC3)[nH]c(=O)c2c1C
 : -4, 21, 2, -13, 20, 0, 0, -8, -0.8
[3] O=C(NCc1ccccc1)C(c1ccccc1)N(C(=O)c1csnn1)c1ccc(F)cc1 (stereo not drawn)
 : 0, 17, 12, 0, 13, 9, -2, 19, -0.8
[4] CCc1ccc(/C=c2\s/c(=C\C(=O)C(C)(C)C)[nH]c2=O)cc1
 : 10, 16, 44, 16, -3, -5, 0, 2, -0.6
[5] CN1CCN(NC(=O)CN2C(=O)/C(=C/c3c(Cl)cccc3Cl)SC2=S)CC1
 : -14, 5, 3, -7, -1, 3, 2, 5, 1.8
[6] O=C(O)c1ccc(Sc2nnnn2-c2ccccc2)c([N+](=O)[O-])c1
 : 7, -17, 5, -10, -4, -3, -1, 0, 0.1
[7] O=C1CC(c2ccco2)CC(O)=C1C=NCCN1CCN(C(=S)Nc2ccccc2)CC1 (stereo not drawn)
 : -2, 1, 27, 6, 22, 13, 0, -8, 2.5
[8] COC(=O)c1cc(C(=O)N2CCN(C(=O)c3ccco3)CC2)cc([N+](=O)[O-])c1
 : -5, -11, -9, -2, 5, 5, -2, 5, -1.3
[9] Cc1ccc(Nc2nnc(SCC(=O)NC3CCS(=O)(=O)C3)s2)c(C)c1 (stereo not drawn)
 : -12, 8, -20, 2, 15, -16, 1, 1, 0.3
[10] CC(C)Cc1nnc(NC(=O)CCC(=O)NC2CCCC2)s1
 : -5, 6, 4, 1, 14, 5, -3, 2, -1.5
[11] CN(C)C1=NC[C@H](Cc2ccccc2)N1CCC1CCCC1
 : 0, 8, 29, 1, -20, 23, 2, 49, -1.0
[12] O=c1cc2c(nn1Cc1ccc(Cl)cc1Cl)-c1ccccc1CC2
 : -2, 1, 12, 4, -2, 3, -1, 0, -0.6
[13] Cn1nnnc1SCC(=O)Nc1ncc(Cl)cc1Cl
 : 0, 2, -13, -3, -14, 4, 1, -4, -0.2
[14] Cc1cccc[n+]1CC(=O)Nc1cccc([N+](=O)[O-])c1
 : -3, 1, -26, -12, 17, 27, 0, 3, 0.1
[15] c1ccc(Nc2nc3ccccc3o2)cc1
 : -6, -8, -177, -16, -119, -134, 4, -10, 4.4
[16] Cc1cc(/C=N/NC(=O)Cn2c3ccccc3c(=O)c3ccccc32)c(C)n1-c1ccccc1
 : 14, 23, 28, 18, -2, -7, 0, 1, -0.3
[17] Cc1csc(=S)n1-c1ccccc1
 : 3, -7, -11, -8, -8, 13, -1, -21, -0.6
[18] COc1cccc2c(=O)n(CC(=O)N3CCN(c4ccccc4)CC3)ccc12
 : 4, -7, -6, 0, 17, 0, 0, 2, 0.0
[19] C=CC[C@@H](CC(=O)N[C@@H](CO)Cc1ccccc1)C(=O)N[C@@H](COC(=O)[C@@H](CC=C)Cc1ccc(F)cc1)Cc1c[nH]c2ccccc12
 : 8, 16, 48, 19, 14, -6, 28, -50, 14
[20] Cn1c(N2CCN(C(=O)NC34CC5CC(CC(C5)C3)C4)CC2)nc2ccccc21
 : -2, -12, 15, 14, -49, -15, 4, 11, 2.6
[21] Cc1c(C(=O)NCCN2C(=O)S/C(=C\c3cccnc3)C2=O)cccc1[N+](=O)[O-]
 : -5, -8, -10, 2, 2, 4, -1, 10, -1.4
[22] O=C1[C@@H]2[C@@H](CN3CN(c4ccccc4)N=C(c4ccccc4)[C@@]23c2ccccc2)C(=O)N1c1ccccc1
 : -5, 3, /, 6, /, /, /, 6, /
[23] CCCN1CCC(N2CCN(c3ccc([N+](=O)[O-])cc3)CC2)CC1
 : -12, 13, 31, -5, 0, -14, 5, 28, -0.6
[24] O=C1CC(NCc2ccc3c(c2)OCO3)C(=O)N1CCc1ccccc1 (stereo not drawn)
 : -7, 7, 16, 2, 2, 12, 5, 5, -2.1
[25] Cc1cccn2cc(-c3ccc(Cl)cc3)nc12
 : -21, -18, -108, 10, -241, -194, -8, -119, -0.2
[26] C/C(=N\NC(=O)CNC(=O)C1COc2ccccc2O1)c1ccco1 (stereo not drawn)
 : 0, 4, 4, -3, 16, 12, -3, 1, 1.3
[27] O=C(CSc1nnc(CNC(=O)c2c(F)cccc2Cl)o1)NCc1ccc2c(c1)OCO2
 : 2, 4, 5, -9, 18, 13, 0, -2, 2.3
[28] O=C(O)c1c(C(=O)O)c(-c2ccc(F)cc2)n2c1CCC2
 : -18, 0, 23, 2, -2, -7, 1, 11, -0.5
[29] O=C(COc1ccccc1)N1CCN=C1SCc1ccc(F)cc1
 : 10, 11, -16, 5, -18, -1, -4, -13, 0.5
[30] CCOC(=O)c1sc2nc(N3CCOCC3)c3c(c2c1N)CC(C(C)C)OC3 (stereo not drawn)
 : 3, 4, -11, -3, -11, -11, 1, -24, -1.0

Next part.
Values run as follows: CXCR6 block, CCR6 antagonist, Mdm2-MdmX inh, EBI2 block, 697 NFkB inh, Jurkat NFkB inh, UPR XBP1 act, Gli-Sufu block, UPR CHOP act
[31] O=C(Nc1ccccc1Cl)c1ccc2ccccc2c1
 : -1, 12, -6, -2, 4, 3, -1, 11, -0.4
[32] COc1ccc(CNC(=O)Nc2cccc3ccccc23)cc1
 : -7, 4, 2, 5, -3, -4, -1, -6, -0.8
[33] COc1cccc(S(=O)(=O)Nc2ccc(C(=O)N3CCN(C(=O)c4ccco4)CC3)cc2)c1
 : -2, -17, 22, -20, 15, -1, 0, 4, 0.8
[34] O=C(Cc1cccc([N+](=O)[O-])c1)Nc1cccc(C(=O)N2CCCCC2)c1
 : 1, 10, 1, 10, 4, 13, -2, -5, -0.1
[35] Cc1occc1C(=O)NNC(=O)C1CC1
 : 0, 5, 21, -4, 4, 4, 0, -5, -1.2
[36] CS(=O)(=O)Cc1ccc(C(=O)NNC(=O)c2cc(-c3ccccc3)n[nH]2)cc1
 : -1, 7, 19, 3, 4, -5, -1, 2, -1.0
[37] O=S(=O)(c1ccc(-n2cnnn2)cc1)N1CCC(N2CCCCC2)CC1
 : 4, 12, -2, -8, 19, 9, 1, 12, 1.8
[38] CC1(C)CC(=O)C=C(Nc2ccccn2)C1
 : 3, -2, 7, -7, 10, 12, 2, 9, -1.1
[39] COc1ccc(N2CCN(C(CNC(=O)C(=O)NCc3ccc4c(c3)OCO4)c3ccco3)CC2)cc1 (stereo not drawn)
 : 8, 6, 22, 13, -26, 29, -1, 10, -1.5
[40] Cc1ccc2c(c1)CCCN2C(=O)c1cc(C)on1
 : 3, 0, 5, -13, -12, 14, -2, 0, -0.4
[41] COc1ccc(NC(=O)Nc2ccc(F)cc2)cn1
 : 12, 1, 0, -8, -19, -42, 4, -16, 3.9
[42] O=c1cc(O)c2c(=O)[nH]c(=O)n(-c3ccccc3)c2[nH]1
 : -3, -9, 10, 0, 19, -19, -3, 4, -4.4
[43] CCOC(=O)C1CCN(C(=O)C(CC)c2ccccc2)CC1 (stereo not drawn)
 : -20, 1, -9, -6, 19, -6, 1, 2, 1.2
[44] O=C(CSc1nnc2ccccn12)NNC(=O)c1ccc(Cl)cc1
 : 1, -9, 11, -11, 12, -1, 0, -3, -1.4
[45] O=C(Nc1ccccn1)c1cc2cc([N+](=O)[O-])ccc2s1
 : -12, -20, 31, 5, -10, -156, 13, -49, 13
[46] CCOc1ccc(C(=S)N2CCOCC2)cc1
 : -6, -4, 10, -3, 8, 20, 3, -8, -0.5

Three entries picked at random from the list so far:
Values run as follows: CXCR6 block, CCR6 antagonist, Mdm2-MdmX inh, EBI2 block, 697 NFkB inh, Jurkat NFkB inh, UPR XBP1 act, Gli-Sufu block, UPR CHOP act
[44] O=C(CSc1nnc2ccccn12)NNC(=O)c1ccc(Cl)cc1
 : 1, -9, 11, -11, 12, -1, 0, -3, -1.4
[39] COc1ccc(N2CCN(C(CNC(=O)C(=O)NCc3ccc4c(c3)OCO4)c3ccco3)CC2)cc1 (stereo not drawn)
 : 8, 6, 22, 13, -26, 29, -1, 10, -1.5
[38] CC1(C)CC(=O)C=C(Nc2ccccn2)C1
 : 3, -2, 7, -7, 10, 12, 2, 9, -1.1

Look-ups from the entries so far:
In CXCR6 block, O=S(=O)(c1ccc(-n2cnnn2)cc1)N1CCC(N2CCCCC2)CC1 is listed with 4
In Gli-Sufu block, O=C(Nc1ccccc1Cl)c1ccc2ccccc2c1 is listed with 11
In UPR CHOP act, COc1cccc(S(=O)(=O)Nc2ccc(C(=O)N3CCN(C(=O)c4ccco4)CC3)cc2)c1 is listed with 0.8

3 entries from above, ordered by the number in Jurkat NFkB inh, falling:
# | structure | CXCR6 block | CCR6 antagonist | Mdm2-MdmX inh | EBI2 block | 697 NFkB inh | Jurkat NFkB inh | UPR XBP1 act
38 | CC1(C)CC(=O)C=C(Nc2ccccn2)C1 | 3 | -2 | 7 | -7 | 10 | 12 | 2
31 | O=C(Nc1ccccc1Cl)c1ccc2ccccc2c1 | -1 | 12 | -6 | -2 | 4 | 3 | -1
41 | COc1ccc(NC(=O)Nc2ccc(F)cc2)cn1 | 12 | 1 | 0 | -8 | -19 | -42 | 4

Along the list, quoted from above.
Nos. 41–46 in CCR6 antagonist read 1, -9, 1, -9, -20, -4
Nos. 41–46 in UPR CHOP act read 3.9, -4.4, 1.2, -1.4, 13, -0.5
Nos. 41–46 in Mdm2-MdmX inh read 0, 10, -9, 11, 31, 10
